High-throughput results (PubChem BioAssay)
PMI inhibition: MPI inhibition at elevated mannose 6-phosphate – biochemical, fluorescence intensity, high mannose 6-phosphate, primary screen (AID 1220) | inhibition, % at 20 µM, or IC50 in µM where a hit was titrated | actives 0.66% (n = 190,000) | recombinant PMI enzyme, coupled fluorescence intensity; higher % means a stronger effect
PMI inhibitors: MPI enzyme activity inhibition – biochemical, fluorescence intensity, coupled assay, primary screen (AID 1209); purified PMI enzyme, coupled fluorescence intensity; higher % means a stronger effect; one-dose inhibition, % at 20 µM; IC50 in µM for titrated hits; actives 0.42% (n = 190,000);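 further: plate controls were DMSO vehicle for no effect and wells lacking substrate for full effect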
KOR beta-arrestin-1: kappa opioid receptor activators – cell-based, luminescence, uHTS, primary screen (AID 1777); KOR beta-arrestin recruitment, luminescence; higher % means a stronger effect; activation, % at 10 µM; hits with a dose series show EC50 in µM; actives 0.02% (n = 280,000); in the data active means activation above about 50%, passing the limit was not always enough; further: a part of the inactive calls stands beside numbers as strong as those of hits
HEK293 NOD2/NF-kB: NOD2 signaling inhibitors, cell-based, luminescence, uHTS, HEK293 (AID 1566); HEK293 NOD2/NF-kB luciferase reporter, luminescence; higher % means a stronger effect; inhibition, % at 4 µM, or EC50 in µM where a hit was titrated; actives 0.63% (n = 290,000); further: many of its hits are not listed in these tables
KOR beta-arrestin-2: kappa opioid receptor blockers – cell-based, luminescence, uHTS (AID 1778) | KOR beta-arrestin recruitment, luminescence, antagonist mode; higher % means a stronger effect | inhibition, % at 10 µM; hits with a dose series show IC50 in µM | actives 0.091% (n = 290,000); further: strong numbers were not always called active
TNAP activators: human TNAP enzyme activators, primary screen, biochemical, luminescent, no phosphate acceptor, uHTS (AID 1001); actives 0.03% (n = 200,000); activation fold at 20 µM, or EC50 in µM where a hit was titrated; purified TNAP, luminescent activation assay, no phosphate acceptor; higher activation fold means a stronger effect; in the data active means activation fold from about 3, or a potency from the dose series; inactive means the rest, 99 in 100 with activation fold below about 1.6; further: many of its hits are not listed in these tables
XIAP displacement: small molecules displacing peptide from XIAP – biochemical, IAP family, fluorescence polarization (AID 1018); XIAP BIR domain, fluorescence polarization peptide displacement; higher % means a stronger effect; one-dose displacement, % at 20 µM; IC50 in µM for titrated hits; actives 0.007% (n = 200,000); in the data active means displacement above about 50%; further: a part of the inactive calls stands beside numbers as strong as those of hits
LYP phosphatase: PTPN22 lymphoid phosphatase activity blockers – biochemical, fluorescence intensity, uHTS (AID 1779) | recombinant LYP phosphatase, fluorescence intensity; higher % means a stronger effect | inhibition, % at 11.5 µM, or IC50 in µM where a hit was titrated | actives 0.054% (n = 290,000);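 further: plate controls were vehicle with enzyme for no effect and no enzyme for full effect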
NOD1 inhibition: NOD1 signaling inhibitors, primary screen, cell-based, luminescence, uHTS (AID 1578); one-dose inhibition, % at 4 µM; EC50 in µM for titrated hits; actives 1% (n = 290,000); NOD1-driven NF-kB luciferase reporter cells, luminescence; higher % means a stronger effect; in the data active means inhibition mostly above about 36%, no sharp cut-off; inactive means mostly below about 34%;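 further: HEK-293T reporter cells stimulated with the NOD1 agonist gamma-tri-DAP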
An asterisk follows results filed as active; / = not tested or not shown; [ ] = remark or other dose. Unless noted, no stated cut-off is given here; in the data, active means inhibition above about 50%; inactive means the rest. Not all compounds are listed (hit frequency here may not be typical).

The opening 7 records, ahead of the listing:
Each structure is followed by: PMI inhibition | PMI inhibitors | KOR beta-arrestin-1 | HEK293 NOD2/NF-kB | KOR beta-arrestin-2 | TNAP activators | XIAP displacement | LYP phosphatase | NOD1 inhibition
- Cc1ccc(N(CC(O)Cn2c3ccccc3c3ccccc32)S(C)(=O)=O)cc1 (configuration not stated)
  6% | 10% | 4.1% | -38% | 35% | 1 | -6.3% | 5% | -24%
- COc1ccc(C(=O)Oc2ccc3ccc(=O)oc3c2)cc1
  / | / | -2.9% | 5% | -27% | / | / | -6% | -7%
- O=c1oc(-c2ccccc2)nc2ccsc12
  -7% | -1% | -0.2% | 11% | -34% | 1.1 | -3.9% | -6% | -13%
- O=C(Nc1ccccc1)OCCCCCOC(=O)Nc1ccccc1
  / | / | -5.3% | -5% | -32%[20 µM] | / | / | -9% | -32%
- Cc1ccccc1NC(=O)Cc1nnc(SCC(=O)NC2CCCC2)n1C
  / | / | 3.7% | 1% | -12% | / | / | -5% | -10%
- CCSc1nnc(Cc2cc(=O)[nH]c(=O)[nH]2)n1-c1ccc(F)cc1
  0% | -2% | -3.0% | 7% | 26% | 1.1 | -3.6% | -8% | -1%
- CCc1cccc(NC(=O)CCCSc2nc3ccccc3[nH]2)c1
  5% | 6% | -0.8% | 16% | -19% | 1.5 | -11% | -1% | 9%

Results, from the start:
Each structure is followed by: PMI inhibition | PMI inhibitors | KOR beta-arrestin-1 | HEK293 NOD2/NF-kB | KOR beta-arrestin-2 | TNAP activators | XIAP displacement | LYP phosphatase | NOD1 inhibition
- Cc1ccc(N(CC(O)Cn2c3ccccc3c3ccccc32)S(C)(=O)=O)cc1 (configuration not stated)
  6% | 10% | 4.1% | -38% | 35% | 1 | -6.3% | 5% | -24%
- COc1ccc(C(=O)Oc2ccc3ccc(=O)oc3c2)cc1
  / | / | -2.9% | 5% | -27% | / | / | -6% | -7%
- O=c1oc(-c2ccccc2)nc2ccsc12
  -7% | -1% | -0.2% | 11% | -34% | 1.1 | -3.9% | -6% | -13%
- O=C(Nc1ccccc1)OCCCCCOC(=O)Nc1ccccc1
  / | / | -5.3% | -5% | -32%[20 µM] | / | / | -9% | -32%
- Cc1ccccc1NC(=O)Cc1nnc(SCC(=O)NC2CCCC2)n1C
  / | / | 3.7% | 1% | -12% | / | / | -5% | -10%
- CCSc1nnc(Cc2cc(=O)[nH]c(=O)[nH]2)n1-c1ccc(F)cc1
  0% | -2% | -3.0% | 7% | 26% | 1.1 | -3.6% | -8% | -1%
- CCc1cccc(NC(=O)CCCSc2nc3ccccc3[nH]2)c1
  5% | 6% | -0.8% | 16% | -19% | 1.5 | -11% | -1% | 9%
- O=C1c2oc3ccccc3c(=O)c2C(c2cccc(Br)c2)N1Cc1ccco1 (configuration not stated)
  3% | 11% | -1.1% | -1% | 16% | 1 | -5.9% | -4% | -13%
- O=C(Nc1cccs1)Nc1ccccc1Br
  -6% | -3% | -3.2% | -10% | 4% | 1.2 | -3.3% | 0% | 1%
- COc1ccc(C(=O)Nc2ccc(C(=O)O)cc2NC(=O)c2ccc(OC)cc2)cc1
  / | / | -4.0% | 9% | -26% | / | / | -8% | 1%
- COc1ccccc1NC(=O)C(=O)N1N=C(C(C)C)CC1(O)C(F)(F)F (configuration not stated)
  -2% | -2% | 0.5% | 15% | 0% | 1.1 | -1.4% | -2% | 2%
- N=c1c2c(-c3ccccc3)c(-c3ccccc3)n(Cc3ccco3)c2ncn1Cc1ccco1
  9% | 13% | 3.0% | -21% | 4% | 1 | -6.6% | -13% | -39%
- Fc1ccc(-c2nc3c(-c4ccccc4)cnn3cc2CCN2CCOCC2)cc1
  6% | 8% | 1.3% | 16% | 8% | 1 | -6.3% | -9% | -2%
- CCn1nnnc1SCC(=O)NNC(=O)C1CCCCC1
  2% | 3% | -4.8% | 1% | 6% | 1.1 | -3.6% | -6% | -22%
- COc1c(C)cc(C(=O)C2CCCN(C(=O)c3ccc4[nH]ccc4c3)C2)cc1C (configuration not stated)
  -2% | 6% | / | 8% | -49%[20 µM] | 1.1 | -0.9% | -1% | -10%
- CCc1cccc2c(C(=O)COC(=O)C3=NNC(=O)CC3)c[nH]c12
  -4% | -4% | -0.1% | 14% | -25%[20 µM] | 1.1 | -5.9% | 3% | -12%
- CN(CCc1cnn(C)c1)Cc1cn(C)nc1-c1ccccc1F
  -4% | -4% | -0.7% | -1% | -20%[20 µM] | 1 | -14% | -2% | -15%
- Cc1ccc(C(O)CN2C3=NCCN3c3ccccc32)cc1 (configuration not stated)
  16% | 6% | -3.3% | -11% | 4% | 1 | -1.4% | -1% | -25%
- CCOC(=O)C1=C(C)NC2=C(C(=O)CCC2)C1c1coc2ccccc2c1=O (configuration not stated)
  -8% | 3% | / | 18% | -13% | 1.1 | -20% | -4% | -2%
- Cc1ccc(COc2ccc(S(=O)(=O)N3CCCC3)cc2C(N)=O)cc1
  / | / | -4.6% | 15% | -14% | / | / | -8% | 3%
- O=[N+]([O-])c1ccc(N2CCc3ccccc3C2)nc1
  / | / | -4.8% | -2% | 20% | / | / | 2% | 17%
- O=[N+]([O-])c1ccc(NC(=S)NCCc2ccc(F)cc2)cc1
  9% | 14% | -4.1% | / | 8% | 1 | -1.9% | 1% | /
- O=C(CCCSc1nc2ccccc2[nH]1)N1CCN(c2ccccc2)CC1
  1% | 3% | 0.6% | -9% | 38% | 1 | -5.4% | -3% | 8%
- Cn1c(C(=O)OC(C(=O)NC2CCCCC2)c2ccncc2)cc2sccc21 (configuration not stated)
  8% | 17% | 7.0% | 6% | -6% | 1.1 | -4.4% | -8% | 5%
- COc1cccc(C(c2c(C)[nH]n(-c3ccccc3)c2=O)c2c(C)[nH]n(-c3ccccc3)c2=O)c1OC
  22% | 11% | 4.3% | -6% | -28% | 1.4 | -13% | 0% | -29%
- Cc1ccc(C(=O)NNC(=S)NC(=O)c2ccco2)cc1
  -10% | 0% | -7.2% | 11% | 5%[20 µM] | 1.5 | -1.5% | 0% | -19%
- CC/C(=N\NS(=O)(=O)c1ccc(C)cc1)c1ccco1
  / | / | -4.0% | 5% | 5% | / | / | -4% | -3%
- O=C(c1ccco1)N1CCN(Cc2c(F)cccc2Cl)CC1
  / | / | -1.0% | -49% | 8% | / | / | -9% | -69%
- COC(=O)c1ccc(NCC(=O)N2CCCCCC2)cc1
  -11% | -8% | 7.6% | -15% | -4% | 1 | -4.3% | 0% | -24%
- COc1ccc(OC)c(Nc2nc3ccccc3n3cnnc23)c1
  / | / | 0.7% | 1% | -27% | / | / | -10% | 12%

Another view of some results above.
molecule	PMI inhibition	PMI inhibitors	KOR beta-arrestin-1	HEK293 NOD2/NF-kB	KOR beta-arrestin-2	TNAP activators	XIAP displacement	LYP phosphatase	NOD1 inhibition
Cc1ccc(C(O)CN2C3=NCCN3c3ccccc32)cc1 (configuration not stated)	16%	6%	-3.3%	-11%	4%	1	-1.4%	-1%	-25%
CCOC(=O)C1=C(C)NC2=C(C(=O)CCC2)C1c1coc2ccccc2c1=O (configuration not stated)	-8%	3%	/	18%	-13%	1.1	-20%	-4%	-2%

(list continues)
Each structure is followed by: PMI inhibition | PMI inhibitors | KOR beta-arrestin-1 | HEK293 NOD2/NF-kB | KOR beta-arrestin-2 | TNAP activators | XIAP displacement | LYP phosphatase | NOD1 inhibition
- CC(C)N(Cc1nc(-c2ccc3c(c2)OCO3)no1)CC1CCC(=O)N1 (configuration not stated)
  -7% | 0% | / | 0% | -12%[20 µM] | 1.1 | 0.5% | -8% | -20%
- COc1ccc(S(=O)(=O)NN=C2CCCCC2)cc1
  -21% | -30% | 0.5% | 12% | -38% | 1 | -8.4% | -3% | -20%
- Cn1c(NCc2ccccc2)nc2c1c(=O)n(Cc1ccc(Br)cc1)c(=O)n2C
  18% | 18% | 23% | 16% | -17% | 1 | -3.8% | -4% | 26%
- COc1ccc(Cl)cc1NC(=S)N1CCC(c2ccc(C)cc2)C1 (configuration not stated)
  9% | 12% | 5.7% | -4% | -10% | 1.1 | -10% | 4% | -21%
- CCc1cccc(CC)c1NC(=S)NCC(c1cccnc1)N(C)C (configuration not stated)
  4% | 3% | 39% | 0% | -3% | 1.1 | -6.0% | -6% | -31%
- Nc1n[nH]c2cc(=O)n(-c3cccc(C(F)(F)F)c3)nc12
  -7% | -13% | -4.7% | 19% | 12% | 1.2 | 0.0% | -3% | -17%
- CN1C(=O)NC(c2cccc(O)c2)C(C(=O)c2cccs2)C1(O)C(F)(F)F (configuration not stated)
  -1% | -2% | -3.7% | 11% | 17% | 1.1 | -3.6% | -8% | 22%
- CN(C)CCCC(C)(O)C(C)(C)c1ccccc1 (configuration not stated)
  8% | -3% | 0.8% | -12% | 4% | 1 | -22% | 0% | -25%
- COc1ccc(OCC(=O)NCCc2c[nH]c3ccccc23)cc1
  / | / | / | 30% | -43%[20 µM] | 1.1 | -2.6% | -4% | 20%
- CSc1ccccc1NC(=S)NC1CCCCC1
  13% | 9% | -5.0% | -12% | 7% | 1.1 | -6.0% | -6% | -28%
- COc1ccc(Cn2c(-c3ccc(C)cc3)nc3c(c(=O)c4ccccc4n3C)c2=O)cc1
  -3% | -8% | -2.5% | -10% | -95% | 1 | -12% | 4% | -8%
- O=C(CN1C(=O)c2ccccc2S1(=O)=O)NCc1ccco1
  15% | 12% | -1.1% | 10% | -1%[20 µM] | 1.1 | -3.5% | -9% | -23%
- CCOc1ccc2oc(C(=O)NCC(C)(C)CN(C)C)c(C)c2c1
  7% | 6% | -3.4% | 0% | 30% | 1.1 | 0.7% | -6% | 12%
- Cc1ccccc1CNC(=O)c1ccccc1N(C)S(=O)(=O)c1ccccc1
  / | / | 0.7% | -11% | 1%[20 µM] | / | / | -8% | -2%
- Cn1cccc1-c1nc2ccc(NC(=O)c3ccc([N+](=O)[O-])cc3)cc2[nH]1
  -3% | 5% | 3.6% | 5% | -20% | 1.1 | -8.6% | -8% | -33%
- O=C(NCc1ccco1)C(=O)NCC(c1ccco1)N1CCOCC1 (configuration not stated)
  8% | 2% | -0.6% | 8% | -2% | 1.1 | -5.7% | -7% | -31%
- Cc1cc(OCC(=O)NC(C)C)cc(C)c1Cl
  -2% | 2% | -6.7% | 5% | 19% | 1.1 | -3.8% | -1% | -19%
- COc1ccc(N2CC(C(=O)Nc3nnc(SCCC4OCCO4)s3)CC2=O)cc1 (configuration not stated)
  / | / | 3.5% | -8% | -4% | / | / | -2% | -31%
